C2C12 statin: suppressors of statin myotoxicity in C2C12 myotubes, primary screen, cell-based, single point, plate reader; C2C12 myotubes + simvastatin, ATP luminescence, 48 h; scaled: DMSO 0, geranylgeraniol control 100; rescue of ATP level, % at 7.49 µM; 330,000 tested, 0.78% active;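 active means mean ATP rescue above about 67%, or every replicate alone reaching that limit, limit read from the data, passing the limit was not always enough; inconclusive means no clear call, values can overlap the other calls; inactive means mean under the limit and some replicate under it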;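 further: myotubes were challenged with 10 µM simvastatin during compound exposure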
SIRT5 block: SIRT5 desuccinylase inhibitors, primary screen, biochemical, fluorescence imaging, single point, set 5 | NAD-dependent protein deacylase sirtuin-5, mitochondrial (Homo sapiens), Q9NXA8 | Purified SirT5, succinyl-peptide AMC, trypsin-coupled fluorescence | inhibition, % at 15 µM | 330,000 tested, 1.1% active | AID 652115, 2013; in the data active means inhibition above about 15%; inconclusive means no clear call, values can overlap the other calls
Target sequence (Q9NXA8 whole entry, looked up): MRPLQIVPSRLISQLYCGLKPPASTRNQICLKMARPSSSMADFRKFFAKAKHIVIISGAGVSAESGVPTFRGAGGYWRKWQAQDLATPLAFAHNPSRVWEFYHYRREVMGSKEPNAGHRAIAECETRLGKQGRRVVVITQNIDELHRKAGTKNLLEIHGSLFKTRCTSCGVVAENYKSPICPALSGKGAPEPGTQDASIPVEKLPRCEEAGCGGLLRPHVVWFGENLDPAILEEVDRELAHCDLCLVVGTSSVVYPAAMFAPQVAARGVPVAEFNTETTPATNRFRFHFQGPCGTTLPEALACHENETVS
DENV2 CPE: inhibitors of DENV2 cytopathic effect, primary screen, cell-based, plate reader, single concentration. DENV2-infected cells, cytopathic effect rescue. AID 651640, 2012. CPE inhibition, % at 9.99 µM. 350,000 tested, 1.7% active; in the data active means CPE inhibition above about 20%, passing the limit was not always enough; inconclusive means no clear call, values can overlap the other calls; tested in BHK-21 cells;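 further: 0% = median of neutral control wells and 100% = median of positive control wells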
E-sel inducer: E-selectin induction in HUVECs, primary screen, imaging, HUVEC, immunofluorescence imaging, single point; 260,000 tested, 0.37% active; activation, % at 7.58 µM; P16581; normalized: neutral wells 0, TNF-alpha wells 100;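 active means mean E-selectin-positive cell signal at least 10% of the positive control, reached in at least 60% of replicates, without over 20% cell loss; inconclusive means no rule given, readout overlaps actives, possibly toxicity-flagged; inactive means the rest, including those meeting only one limit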;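 further: in these data hits start at about 27%; measured in HUVEC primary endothelial cells; signal is the percent of cells scored E-selectin positive by PE staining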
Target sequence (P16581 whole entry, looked up): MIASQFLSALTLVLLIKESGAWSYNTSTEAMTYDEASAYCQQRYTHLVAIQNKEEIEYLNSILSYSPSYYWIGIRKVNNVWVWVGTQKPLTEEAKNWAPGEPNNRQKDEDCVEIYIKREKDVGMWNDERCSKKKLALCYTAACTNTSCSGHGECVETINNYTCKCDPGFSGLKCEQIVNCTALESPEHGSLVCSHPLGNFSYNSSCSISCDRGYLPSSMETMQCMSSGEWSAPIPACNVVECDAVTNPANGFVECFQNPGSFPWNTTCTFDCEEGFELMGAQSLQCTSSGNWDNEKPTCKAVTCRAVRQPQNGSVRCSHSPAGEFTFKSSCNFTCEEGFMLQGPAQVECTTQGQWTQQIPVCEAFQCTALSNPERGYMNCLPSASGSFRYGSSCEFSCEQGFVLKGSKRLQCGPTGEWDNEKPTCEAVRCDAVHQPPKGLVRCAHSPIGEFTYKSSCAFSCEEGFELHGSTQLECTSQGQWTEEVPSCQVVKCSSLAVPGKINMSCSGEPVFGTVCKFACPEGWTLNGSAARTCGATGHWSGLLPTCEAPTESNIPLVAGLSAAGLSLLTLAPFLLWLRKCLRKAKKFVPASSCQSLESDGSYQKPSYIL
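Material: HUVEC primary endothelial cells; Amount: 3,000 cells per well; Dosing: single concentration; Medium: EGM-2 growth medium on 0.1% gelatin-coated wells; Read-out basis: percent E-selectin-positive cells; Signal: immunofluorescence imaging; Control set: TNF-alpha, DMSO.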
PglD inh: C. jejuni PglD acetyltransferase inhibitors, primary screen, biochemical, DTNB colorimetric, single point; purified PglD enzyme, DTNB colorimetric CoA detection; 360,000 tested, 0.098% active; inhibition, % at 12.5 µM; in the data active means inhibition above about 16%, passing the limit was not always enough; inconclusive means no clear call, values can overlap the other calls; further: strong numbers were not always called active
S100A4 MyoIIA: inhibitors of S100A4-myosin IIA peptide binding, primary screen, biochemical, fluorescence polarization, TAMRA-MyoIIA peptide. inhibition, % at 10.7 µM. Protein S100-A4 (Homo sapiens), P26447. 360,000 tested, 0.14% active. AID 652163, 2013;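 active means mean inhibition of at least 70% across replicates, with every replicate also reaching that level; inconclusive means mean inhibition reaches 70% but some replicates fall short; inactive means mean inhibition below 70%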
Target sequence (P26447 whole entry, looked up): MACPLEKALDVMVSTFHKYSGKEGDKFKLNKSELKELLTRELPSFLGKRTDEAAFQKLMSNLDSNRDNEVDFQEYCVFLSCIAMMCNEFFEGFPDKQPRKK
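Compound dosing: one dose per compound; test system: human S100A4 monomer with TAMRA-labelled myosin IIA peptide; probe or stimulus: TAMRA-labelled myosin IIA heavy-chain peptide probe, 5 nM; medium: HEPES buffer with Ca2+, pH 7.2; schedule: 5 min incubation before reading; benchmarks: neutral control DMSO, positive control TFP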
ERp5 block: inhibitors of ERp5-driven insulin aggregation, primary screen, biochemical, turbidity, absorbance 650 nm, single point; Protein disulfide-isomerase A6 (Homo sapiens), Q15084; 90 min; inhibition, % at 9.99 µM; 350,000 tested, 0.05% active; AID 651711, 2012;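 active means mean replicate inhibition above about 25%, with every replicate also reaching it, limit read from the data, passing the limit was not always enough; inconclusive means only one of those two criteria met; inactive means neither criterion met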
* = called active by the depositor; ? = inconclusive; . = no result given; & = joins results of further samples.

item	structure	C2C12 statin	SIRT5 block	DENV2 CPE	E-sel inducer
1	CCNC(=O)n1cc(-n2cncn2)c(-c2ccc(Cl)cc2)n1	.	-0.5	4.0	.
2	NC(=O)N1c2ccccc2CC(=O)c2ccccc21	1.0	3.5	-5.0	-0.2
3	O=C(Cc1cccs1)N1CCN=C1SCc1ccc(Br)cc1	.	-1.2	-8.1	-0.1
4	CCC(=O)c1ccc(OCC(O)Cn2nc(C)c(C(C)=O)c2C)cc1 (stereo not given)	.	-1.0	0.6	.
5	CN(c1ccccc1)S(=O)(=O)c1ccc(-c2ccccc2)cc1	-12.4	-0.2	-2.5	0.6
6	CCS(=O)(=O)Nc1cccc(C2=NN(S(=O)(=O)c3ccccc3)C(c3cccs3)C2)c1 (stereo not given)	-28.0	-7.5	-4.3	.
7	C[C@@H]1CN([C@H](C)CO)C(=O)Cc2cc(NC(=O)CCC(F)(F)F)ccc2O[C@@H]1CN(C)C(=O)Nc1cccc2ccccc12	18.1	-0.5	30.2*	0.3
8	Brc1ccc(OCc2cn3ccccc3n2)cc1	.	-2.3	-2.8	0.0
9	COc1ccc2c3c([nH]c2c1)[C@@H](CO)N(Cc1ccccc1)CC31CN(S(=O)(=O)c2ccc(C)cc2)C1	.	-0.3	20.3*	0.3
10	COc1ccccc1Nc1nc(-c2sc(NC(=O)C(C)(C)C)nc2C)cs1	-18.8	0.2	?	0.0

item	PglD inh	S100A4 MyoIIA	ERp5 block
1	.	0.1	5.7
2	3.0	0.0&2.8	6.9
3	.	-3.6	-4.3
4	.	3.8	4.9
5	1.9	-6.5	1.7
6	2.0	-5.4	-8.4
7	0.5	2.5	-1.4
8	.	0.4	24.4
9	.	-5.3	3.6
10	-4.7	-13.4	3.7

Carrying on:
item	structure	C2C12 statin	SIRT5 block	DENV2 CPE	E-sel inducer
11	C=C1CN(Cc2ccccc2)S(=O)(=O)c2ccccc21	-6.7	1.2	15.2	.
12	O=C(OCC(=O)c1ccc(Cl)cc1Cl)c1ccccn1	4.5	-14.3	5.0	-0.1
13	COCC#Cc1ccc2c(c1)O[C@H](CN(C)C(=O)C1CCCCC1)[C@@H](C)CN([C@@H](C)CO)S2(=O)=O	-23.9	-0.2	-0.2	-0.1
14	CC(C)Oc1cccc(C2NC(=O)c3ccccc3O2)c1 (stereo not given)	3.7	-4.3	0.2	-0.1
15	COc1ccc2c3c(n(C)c2c1)[C@@H](CO)N(C(=O)CN(C)C)CC31CN(Cc2nccs2)C1	.	-1.0	-4.5	0.1
16	COc1ccc(Nc2nc(N)c([N+](=O)[O-])c(NCCO)n2)cc1	.	-2.2	-4.1	0.0
17	NC(=O)C1C2C=CC(C2)C1c1ccccc1 (stereo not given)	-0.4	-3.0	7.2	.
18	C=CC[C@H]1C(C(=O)OCC)=CC[C@@H](c2ccccc2)N1S(=O)(=O)c1ccc(C)cc1	7.4	0.3	-5.1	0.5
19	O=C1NC(=S)S/C1=C\c1cccc([N+](=O)[O-])c1	-65.2	2.7	0.4	-0.2
20	O=C(c1ccc(F)cc1)N1CCN(c2ccccn2)CC1	2.5	-3.0	9.4	-0.1

item	PglD inh	S100A4 MyoIIA	ERp5 block
11	-7.1	3.8	0.8
12	0.5	3.7	-1.5
13	-1.3	4.8	-2.8
14	0.0	-0.5	3.6
15	.	-6.3	-0.5
16	-7.8	-16.7	1.1
17	2.0	-3.1	2.1
18	3.5	-8.6	-6.9
19	-3.5	-1.9	3.8
20	-1.4	0.9	1.0

More results follow:
item	structure	C2C12 statin	SIRT5 block	DENV2 CPE	E-sel inducer
21	Cc1cccc(NC(=O)CN2C(=O)COc3ccc(Cl)cc32)c1	-10.3	-3.6	4.4	.
22	O=C(COC(=O)c1cccc(Cl)c1Cl)NCCN1C(=O)CSC1=O	.	1.1	-0.6	.
23	COc1ccc(C2=NOC(Cn3nc(C(=O)NCC4CC4)cc3-c3ccccc3)C2)cc1 (stereo not given)	-29.2	2.4	?	0.1
24	Cc1ccc(CCC(=O)Nc2ccc(CC(=O)O)cc2)o1	0.0	-0.4	-2.1	-0.2
25	CN1c2ccc(-c3cccc(C#N)c3)cc2[C@@H]2[C@@H](CCN2S(=O)(=O)c2ccccc2)[C@@H]1CO	-32.8	-0.4	9.8	-0.5
26	COc1ccc(CN(C)C[C@@H]2OCCCC[C@@H](C)Oc3ccc(NC(=O)Nc4ccccc4)cc3C(=O)N([C@H](C)CO)C[C@H]2C)cc1	.	.	-4.5	-0.3
27	Cc1ccccc1NC(=O)COc1coc(CN2CCN(Cc3ccccc3)CC2)cc1=O	9.4	2.8	-10.6	.
28	COc1ccc(Cc2nnc(SCC(=O)Nc3ccc(C)cc3C)[nH]c2=O)cc1	-6.1	-0.3	-5.7	.
29	CCOC(=O)C1=C(N)OC2=C(C(=O)CC(C)(C)C2)C1c1ccc(C)s1 (stereo not given)	.	-0.7	12.2	-0.2
30	CN(C)c1nc2c(cnn2C)c(=O)[nH]1	-1.8	.	1.7	0.7

item	PglD inh	S100A4 MyoIIA	ERp5 block
21	-2.5	-3.4	-0.5
22	.	-0.6	0.3
23	-1.6	-0.3	-1.1
24	5.1	-1.9	1.8
25	-2.7	7.3	0.3
26	-2.1	.	.
27	-6.7	-4.1	-12.3
28	.	-0.5	4.5
29	.	0.6	-1.6
30	-4.5	-2.5	0.8

An excerpt from above in order of the DENV2 CPE value, lowest first.
no.	compound	DENV2 CPE
26	COc1ccc(CN(C)C[C@@H]2OCCCC[C@@H](C)Oc3ccc(NC(=O)Nc4ccccc4)cc3C(=O)N([C@H](C)CO)C[C@H]2C)cc1	-4.5
24	Cc1ccc(CCC(=O)Nc2ccc(CC(=O)O)cc2)o1	-2.1
22	O=C(COC(=O)c1cccc(Cl)c1Cl)NCCN1C(=O)CSC1=O	-0.6
25	CN1c2ccc(-c3cccc(C#N)c3)cc2[C@@H]2[C@@H](CCN2S(=O)(=O)c2ccccc2)[C@@H]1CO	9.8
29	CCOC(=O)C1=C(N)OC2=C(C(=O)CC(C)(C)C2)C1c1ccc(C)s1 (stereo not given)	12.2

The listing continues.
item	structure	C2C12 statin	SIRT5 block	DENV2 CPE	E-sel inducer
31	CN1CCN(C(=O)C[C@H]2CC[C@H]3[C@@H](COC[C@@H](O)CN3Cc3ccc(Oc4ccccc4)cc3)O2)CC1	-9.1	-5.1	-4.4	0.0
32	COc1ccc(N2CCN(C(=O)c3sc4nc(-c5ccc(F)cc5)cn4c3C)CC2)cc1	-6.2	1.4	-1.2	1.5
33	Cc1ccc(NC(=O)c2cc(S(=O)(=O)N3CCOCC3)ccc2Cl)cc1S(=O)(=O)N1CCOCC1	16.6	-0.6	7.3	.
34	Cc1[nH]c(=S)c(C#N)c(C)c1CC(=O)c1ccc(Br)cc1	6.0	-2.2	-2.3	.
35	CCOC(=O)C(C)Sc1nc2c([nH]c3ccccc32)c(=O)n1C (stereo not given)	5.6	-0.2	-11.8	.
36	CN(C)C(=O)C[C@@H]1C[C@@H]2c3cc(NC(=O)Cc4ccncc4)ccc3O[C@@H]2[C@H](CO)O1	1.0	9.8	-0.9	-0.1
37	CN1C(=O)c2cc(NC(=O)c3ccccc3Cl)ccc2OC[C@H]2O[C@H](CC(=O)O)CC[C@H]21	-9.9	-1.0	-5.8	1.2
38	C[C@H]1CN([C@@H](C)CO)C(=O)c2cccc(NC(=O)Nc3ccc(F)cc3)c2O[C@H]1CN(C)C(=O)NC1CCCCC1	-32.9	5.5	-2.7	-12.2
39	O=C(Nc1nnc(SCc2ccccn2)s1)C1CC(=O)N(c2ccc(F)cc2)C1 (stereo not given)	1.6	-0.7	4.8	0.0
40	Cn1c(=O)c(=O)n(C)c2cc([N+](=O)[O-])c([N+](=O)[O-])cc21	.	-1.3	-3.4	-0.1

item	PglD inh	S100A4 MyoIIA	ERp5 block
31	-1.8	10.1	-12.2
32	0.3	-4.7	0.0
33	4.0	-9.2	5.0
34	-3.6	-6.3	1.8
35	1.4	20.4	2.6
36	0.8	19.0	2.0
37	2.7	13.5	-0.7
38	-1.6	1.5	-5.2
39	-2.5	-21.4	-0.6
40	.	-5.5	0.7

Only PglD inh, for two of the compounds above:
#	structure	PglD inh
37	CN1C(=O)c2cc(NC(=O)c3ccccc3Cl)ccc2OC[C@H]2O[C@H](CC(=O)O)CC[C@H]21	2.7
12	O=C(OCC(=O)c1ccc(Cl)cc1Cl)c1ccccn1	0.5

(cont.)
item	structure	C2C12 statin	SIRT5 block	DENV2 CPE	E-sel inducer
41	COc1ccc(-c2nn(-c3ccccc3)cc2CO)cc1OC	-16.0	.	.	0.2
42	COc1ccccc1CNC(=O)c1csc2c1CCCC2	0.2	-0.9	6.0	.
43	COCC#Cc1cnc2c(c1)C(=O)N([C@H](C)CO)C[C@H](C)[C@@H](CN(C)C(=O)Cc1cccnc1)O2	.	-6.3	-6.9	0.0
44	COc1ccccc1S(=O)(=O)N1CC[C@@H]2[C@H](CO)Nc3ccc(-c4cccc(C#N)c4)cc3[C@@H]21	-20.4	5.0	10.6	3.8
45	Cc1cc(N2CCCCC2)nc(N2CCCCC2)n1	.	-3.6	5.2	0.2
46	Oc1c(C(c2ccccc2)N2CCc3ccccc3C2)sc2ncnn12 (stereo not given)	5.9	-6.4	-0.2	1.6
47	C[n+]1cccc(C(=O)O)c1	6.3	-2.0	-4.3	0.4
48	O=C(NNC(=O)c1cccnc1)NC12CC3CC(CC(C3)C1)C2	.	-0.4	-13.7	.
49	O=C(Nc1ccc2c(c1)OCCO2)C(c1ccnc2ccccc12)N1CCC(Cc2ccccc2)CC1 (stereo not given)	2.1	0.7	-2.3	1.6
50	COc1cccc(NC(=O)N[C@H]2C=C[C@H](CC(=O)Nc3ccc(-c4ccccc4)cc3)O[C@H]2CO)c1	15.3	3.0	5.1	0.1

item	PglD inh	S100A4 MyoIIA	ERp5 block
41	1.9	.	.
42	.	-2.8	3.3
43	4.1	-1.1	6.1
44	-0.4	.	-3.6
45	.	-0.6	4.1
46	1.0	-1.2	-0.9
47	-2.6	-1.7	-4.9
48	-1.4	2.3	6.7
49	-0.4	-5.6	-1.7
50	-0.5	14.8	-0.9

(further entries)
item	structure	C2C12 statin	SIRT5 block	DENV2 CPE	E-sel inducer
51	CCCCSCCCNC(=O)C1CCC(CNS(=O)(=O)c2ccc(NC(C)=O)cc2)CC1 (stereo not given)	11.2	-0.9	5.0	58.2*
52	CN(CC(=O)Nc1ccc(F)cc1)C(=O)CSc1nncs1	3.2	-5.4	-6.1	1.0
53	c1ccc2c(c1)-c1cccc3cncc-2c13	11.7	-0.6	?	-0.4
54	CCc1ccc(OCCCC(=O)Nc2nccs2)cc1	.	-1.6	-0.7	.
55	O=C(Nc1cnccn1)Nc1ccccc1F	.	-5.1	3.0	.
56	Cc1cccc(C(=O)NCCCNC(=O)c2cccc(C)c2)c1	15.7	-4.0	-4.5	.

item	PglD inh	S100A4 MyoIIA	ERp5 block
51	-6.1	-0.9	0.1
52	1.3	6.1	1.3
53	-2.3	0.0	3.2
54	.	-6.3	-5.6
55	-6.8	2.2	4.1
56	-0.4	-5.0	2.2

These rows are one share of the data; rates above refer to the full screens.
